Source: PubChem (The Scripps Research Institute Molecular Screening Center)
GSTO1 inh = counter-screen for RBBP9 inhibitors: inhibitors of human GSTO1; inhibition, % at 5.96 µM; P78417; hit rate 1.1% among 300,000; recombinant GSTO1, activity-based probe fluorescence polarization;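 active = inhibition above the campaign mean inhibition plus 3 SD, cut at about 35% in these data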;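 note: 0% = GSTO1-1 with DMSO and 100% = wells lacking GSTO1-1 enzyme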
LYPLA1 inh = blocks human lysophospholipase 1, a PME1 counter-screen | hit rate 0.16% among 320,000 | AID 2174 | recombinant LYPLA1, FP-Rh probe fluorescence polarization | O75608 | inhibition, % at 5.9 µM;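 active = inhibition above the mean of all tested compounds plus 3 SD, set per campaign, cut at about 14% in these data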;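 note: inhibitors block serine hydrolase probe labeling of LYPLA1 so polarization falls; 0% = enzyme with DMSO and 100% = wells lacking LYPLA1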
Target sequence (O75608 whole entry, looked up): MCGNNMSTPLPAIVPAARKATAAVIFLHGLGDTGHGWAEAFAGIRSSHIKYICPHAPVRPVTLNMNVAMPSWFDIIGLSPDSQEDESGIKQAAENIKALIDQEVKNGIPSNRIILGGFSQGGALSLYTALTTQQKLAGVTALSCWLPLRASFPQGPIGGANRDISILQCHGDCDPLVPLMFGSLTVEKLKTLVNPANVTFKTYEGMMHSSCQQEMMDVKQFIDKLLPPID
PAD4 FP inh = blocks human protein arginine deiminase 4; recombinant PAD4, RCA probe fluorescence polarization; inhibition, % at 6.36 µM; hit rate 0.41% among 330,000;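 active = percent inhibition above a cutoff equal to the mean of all tested compounds plus 3 SD, cut at about 15% in these data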;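 note: 0% = PAD4 with RCA probe and DMSO and 100% = probe without PAD4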
PAFAH1B2 inh = blocks human PAF acetylhydrolase 1b catalytic subunit 2. hit rate 1.2% among 340,000. recombinant PAFAH1B2, FP-rhodamine activity probe, fluorescence polarization. inhibition, % at 3.39 µM. AID 492953;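 active = inhibition above the mean of all tested compounds plus 3 SD, cut at about 24% in these data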;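 note: 0% = enzyme with DMSO and 100% = wells lacking PAFAH1B2; many of its hits are not listed in these tables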
Target sequence (P68402 whole entry, looked up): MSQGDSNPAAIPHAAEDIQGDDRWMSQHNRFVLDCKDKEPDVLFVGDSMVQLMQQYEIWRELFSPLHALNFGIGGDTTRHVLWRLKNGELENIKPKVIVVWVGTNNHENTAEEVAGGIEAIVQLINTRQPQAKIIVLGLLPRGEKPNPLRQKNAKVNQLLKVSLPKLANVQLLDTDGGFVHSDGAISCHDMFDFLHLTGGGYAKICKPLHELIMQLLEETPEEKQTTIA
LYPLA2 counter = counter-screen for PME1 inhibitors: inhibitors of human LYPLA2; recombinant LYPLA2, FP-Rh probe fluorescence polarization; inhibition, % at 5.9 µM; hit rate 0.38% among 320,000;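 active = inhibition above the screen-wide mean plus 3 SD, limit set per campaign, cut at about 26% in these data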;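 note: 0% = LYPLA2 with DMSO and 100% = wells lacking LYPLA2 enzyme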
Target sequence (O95372 whole entry, looked up): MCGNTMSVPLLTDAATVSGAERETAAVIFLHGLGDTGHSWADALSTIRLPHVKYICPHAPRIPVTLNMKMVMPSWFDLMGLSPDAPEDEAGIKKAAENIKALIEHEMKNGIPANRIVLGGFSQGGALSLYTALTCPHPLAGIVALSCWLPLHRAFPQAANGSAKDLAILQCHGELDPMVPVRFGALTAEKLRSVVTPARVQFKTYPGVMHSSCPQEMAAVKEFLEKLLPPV
PREPL inhibitor = inhibitors of human prolyl oligopeptidase-like enzyme PREPL; AID 2751; inhibition, % at 5.96 µM; Q4J6C6; recombinant PREPL, fluorescence polarization activity-based probe; hit rate 0.68% among 320,000; in the data active = inhibition above about 43%;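 note: 0% = enzyme with DMSO and 100% = wells lacking enzyme; many of its hits are not listed in these tables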
PAFAH2 FP inh = inhibitors of human PAFAH2; inhibition, % at 3.39 µM; Q99487; recombinant PAFAH2, FP-rhodamine activity probe, fluorescence polarization; hit rate 0.99% among 340,000; AID 492956;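 active = inhibition above the mean over all tested compounds plus 3 SD, cut at about 30% in these data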;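 note: inhibitors block probe labeling of enzyme so polarization drops; 0% = enzyme with DMSO and 100% = wells lacking PAFAH2 protein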
PAFAH1B3 FP inh = inhibitors of human PAFAH1B3; recombinant PAFAH1B3, FP-rhodamine probe, fluorescence polarization; inhibition, % at 3.39 µM; hit rate 0.28% among 340,000;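 active = inhibition above the screen-wide average of all tested compounds plus 3 SD, cut at about 25% in these data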;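 note: 0% = enzyme with DMSO only and 100% = wells lacking PAFAH1B3 protein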
Target sequence (Q15102 whole entry, looked up): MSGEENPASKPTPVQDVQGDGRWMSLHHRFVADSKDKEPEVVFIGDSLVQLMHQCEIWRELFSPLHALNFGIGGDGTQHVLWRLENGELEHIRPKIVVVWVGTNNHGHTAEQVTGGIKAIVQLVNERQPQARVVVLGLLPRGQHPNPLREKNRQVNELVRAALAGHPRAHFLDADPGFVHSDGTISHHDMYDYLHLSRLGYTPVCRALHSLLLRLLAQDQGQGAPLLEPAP
pPAFAH FP inh = inhibitors of human plasma PAF acetylhydrolase (pPAFAH). Q13093. recombinant pPAFAH, FP-rhodamine probe fluorescence polarization. inhibition, % at 3.39 µM. hit rate 1.5% among 330,000. AID 463082;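 active = inhibition above the mean inhibition across the screen plus 3 SD, cut at about 25% in these data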;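 note: inhibitors block binding of the rhodamine activity-based probe so polarization drops; 0% = enzyme with DMSO and 100% = wells lacking pPAFAH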
Numbers without * were called inactive; nt = no result given.

SMILES,GSTO1 inh,LYPLA1 inh,PAD4 FP inh,PAFAH1B2 inh,LYPLA2 counter,PREPL inhibitor,PAFAH2 FP inh,PAFAH1B3 FP inh,pPAFAH FP inh
CCOc1ccc(C(=O)N(Cc2ccc(OC)cc2)Cc2cc3cc(OC)ccc3[nH]c2=O)cc1,6,-4,0,-1,-4,13,2,-2,-2
Cn1c(=O)c2c(ncn2CC(=O)Nc2cccc(S(=O)(=O)Nc3ccccc3F)c2)n(C)c1=O,-5,1,1,4,3,-6,15,-2,-3
O=C(Nc1ccc2c(c1)C(=O)OC2)c1ccc(Cl)cc1,6,2,1,-5,5,-2,-6,5,-2
CCOc1nc(NC(=O)NS(=O)(=O)c2cccc(Cl)c2)nc(-c2ccccc2)n1,0,0,-2,2,-2,-8,4,1,-2
COC(=O)CCC(=O)OC1(C)C(=O)C=C2C=C(C3CC3)N(C3CCCCC3)C=C2C1=O (centres undefined),19,-3,0,3,-3,10,1,1,4
CC(=O)c1sc(NCc2ccc(C)cc2)nc1C,0,-1,-3,18,5,0,0,-1,2
Cn1c(O)c(N=Nc2ccc(F)cc2)c2ccccc21,-16,-2,-3,0,-10,19,-9,12,1
OCC1(CCc2ccccc2)CCN(Cc2c(F)ccc(F)c2F)CC1,1,-3,4,6,-6,3,4,10,4
CCCn1c(SCC(=O)Nc2cccc(C)n2)nc2c1c(=O)n(C)c(=O)n2C,5,-3,-4,2,2,7,-5,6,5
COC(=O)CC(c1ccc(OC)c(OC)c1)c1ccc(OC)c(OC)c1,4,3,2,2,4,15,-2,-1,-2
O=C(NCCN1CCc2ccccc2C1)C1CCN(S(=O)(=O)N2CCC3(CC2)OCCO3)CC1,1,0,-6,0,-4,13,0,6,-4
C/C(NC(=O)c1cccs1)=C1\C(=O)C[C@@H]2[C@H]1C2(C)C,-3,1,-2,2,11,3,9,3,18

Next records follow:
SMILES,GSTO1 inh,LYPLA1 inh,PAD4 FP inh,PAFAH1B2 inh,LYPLA2 counter,PREPL inhibitor,PAFAH2 FP inh,PAFAH1B3 FP inh,pPAFAH FP inh
Cc1ccc(C)c(N2CCN(S(=O)(=O)c3ccc(-c4cc(C)no4)s3)CC2)c1,-10,-1,-1,-1,-2,-5,-11,-4,1
CCOC(=O)N1CCC(=NNC(=O)COc2cccc(C)c2)CC1,2,0,0,7,5,-8,-5,4,0
CCOC(=O)N1CCN(C(=O)C2CCC(CNS(=O)(=O)c3ccc(Cl)cc3)CC2)CC1 (centres undefined),-1,0,-3,8,10,4,1,0,4
CC1CC(C)(C)NC(=S)N1CCCC(=O)Nc1ccc(Cl)cc1 (centres undefined),1,0,-1,0,0,16,0,6,-1
CCOC(=O)C1C(=O)C=C(c2ccc(OC)cc2)CC1c1ccco1 (centres undefined),4,-1,-2,4,3,10,6,-5,5
COCCN1CCN(c2cc(-c3ccccc3)nc3cc(-c4cccc(F)c4)nn23)CC1,-9,-10,-4,-5,-8,5,-10,4,4
CC(=O)Nc1ccc(C(=O)NCC(=O)OCc2c(F)cccc2Cl)cc1,6,0,-2,5,-3,-8,0,4,0
CSc1ccccc1C(=O)C1CCCN(Cc2cnn(-c3ccccc3)c2)C1 (centres undefined),0,0,2,2,6,-17,4,2,3
CCCCNC(=O)Nc1ccccc1CC,-4,-2,1,8,0,15,-3,10,-5
CC(C)Cn1c(N)cc(=O)n(C)c1=O,14,0,-1,-5,0,3,9,0,3
CSc1ccccc1OCc1cc(C(=O)NC(C)CCn2cccn2)no1 (centres undefined),0,2,-2,-3,2,10,-5,3,0
Cn1c(N2CCN(C(=O)Nc3ccc(C(F)(F)F)cc3)CC2)nc2ccccc21,-4,-2,-3,1,6,11,-6,6,-4

12 entries from above, with values under each structure.
Second line of a record: GSTO1 inh | LYPLA1 inh | PAD4 FP inh | PAFAH1B2 inh | LYPLA2 counter | PREPL inhibitor | PAFAH2 FP inh | PAFAH1B3 FP inh | pPAFAH FP inh
COC(=O)CC(c1ccc(OC)c(OC)c1)c1ccc(OC)c(OC)c1
 : 4 | 3 | 2 | 2 | 4 | 15 | -2 | -1 | -2
O=C(NCCN1CCc2ccccc2C1)C1CCN(S(=O)(=O)N2CCC3(CC2)OCCO3)CC1
 : 1 | 0 | -6 | 0 | -4 | 13 | 0 | 6 | -4
C/C(NC(=O)c1cccs1)=C1\C(=O)C[C@@H]2[C@H]1C2(C)C
 : -3 | 1 | -2 | 2 | 11 | 3 | 9 | 3 | 18
Cc1ccc(C)c(N2CCN(S(=O)(=O)c3ccc(-c4cc(C)no4)s3)CC2)c1
 : -10 | -1 | -1 | -1 | -2 | -5 | -11 | -4 | 1
CCOC(=O)N1CCC(=NNC(=O)COc2cccc(C)c2)CC1
 : 2 | 0 | 0 | 7 | 5 | -8 | -5 | 4 | 0
CCOC(=O)N1CCN(C(=O)C2CCC(CNS(=O)(=O)c3ccc(Cl)cc3)CC2)CC1 (centres undefined)
 : -1 | 0 | -3 | 8 | 10 | 4 | 1 | 0 | 4
CC1CC(C)(C)NC(=S)N1CCCC(=O)Nc1ccc(Cl)cc1 (centres undefined)
 : 1 | 0 | -1 | 0 | 0 | 16 | 0 | 6 | -1
CCOC(=O)C1C(=O)C=C(c2ccc(OC)cc2)CC1c1ccco1 (centres undefined)
 : 4 | -1 | -2 | 4 | 3 | 10 | 6 | -5 | 5
COCCN1CCN(c2cc(-c3ccccc3)nc3cc(-c4cccc(F)c4)nn23)CC1
 : -9 | -10 | -4 | -5 | -8 | 5 | -10 | 4 | 4
CC(=O)Nc1ccc(C(=O)NCC(=O)OCc2c(F)cccc2Cl)cc1
 : 6 | 0 | -2 | 5 | -3 | -8 | 0 | 4 | 0
CSc1ccccc1C(=O)C1CCCN(Cc2cnn(-c3ccccc3)c2)C1 (centres undefined)
 : 0 | 0 | 2 | 2 | 6 | -17 | 4 | 2 | 3
CCCCNC(=O)Nc1ccccc1CC
 : -4 | -2 | 1 | 8 | 0 | 15 | -3 | 10 | -5

(next part)
SMILES,GSTO1 inh,LYPLA1 inh,PAD4 FP inh,PAFAH1B2 inh,LYPLA2 counter,PREPL inhibitor,PAFAH2 FP inh,PAFAH1B3 FP inh,pPAFAH FP inh
O=C(NC1CCN(C(=S)NCc2ccco2)CC1)c1ccc(F)cc1,4,4,-2,-2,8,2,7,2,5
Cc1ccccc1OCC(O)Cn1c(N2CCN(c3ccccc3)CC2)nc2c1c(=O)[nH]c(=O)n2C (centres undefined),-1,-2,2,-1,-4,26,7,9,-1
COC(=O)c1c(S(C)(=O)=O)nc(-c2ccccc2)[nH]c1=O,-5,-2,-4,1,7,0,-7,7,-1
CCOC(=O)c1nn2c(C(F)(F)F)cc(-c3ccc(OC)cc3)nc2c1Br,1,0,-3,3,3,3,2,-3,3
O=C(CNC(=O)c1ccc2ccccc2c1)OCC(=O)N1CCN(S(=O)(=O)c2ccc3ccccc3c2)CC1,3,-18,1,-7,-14,3,-24,-18,1
CC(C)CNC(=S)NNC(=O)c1csc2ccccc12,1,-3,3,-1,0,4,-1,7,2
COc1ccc(CN2CCNC(=O)C2CC(=O)NC2CCCCCC2)c(F)c1 (centres undefined),-2,-5,-3,0,-17,1,-1,-8,-3
O=C(Nc1cccc(-c2ccc3nncn3n2)c1)C(F)(F)F,3,4,3,-1,4,14,-4,9,0
N=c1n(CCN2CCCCC2)c2ccccc2n1CC(O)COc1ccccc1 (centres undefined),-4,-1,-3,4,-9,33,4,2,3
CCOC(=O)N1CCN(C(=O)c2cn(CC)c3ccc(S(=O)(=O)N4CCCC4)cc3c2=O)CC1,-6,-6,-6,-1,4,4,-1,-2,3
Cc1ccc(O)c(Nc2ncnc3ccccc23)c1,0,-1,-5,-3,-8,2,0,2,-6
Cc1ccc(N2CCN(S(=O)(=O)c3ccc4oc(=O)ccc4c3)CC2)cc1Cl,2,-2,2,5,-3,-76,7,6,3

(cont.)
SMILES,GSTO1 inh,LYPLA1 inh,PAD4 FP inh,PAFAH1B2 inh,LYPLA2 counter,PREPL inhibitor,PAFAH2 FP inh,PAFAH1B3 FP inh,pPAFAH FP inh
COc1cccc(C2=NOC(C(=O)NCc3ccco3)C2)c1 (centres undefined),1,0,-6,0,2,5,-7,2,-2
O=C(CN1CCN(c2ccccc2)CC1)Nc1ccc2c(c1)OCCO2,5,1,0,-1,3,26,1,5,3
CCn1c(SCC(=O)c2ccc(O)c(O)c2)nnc1-c1ccc(C)cc1,23,4,4,3,5,18,45*,14,43*
Cc1ccc(C(=O)NCC(=O)Nc2ccc3c(c2)OCCO3)cc1,-2,2,-1,-2,0,14,-8,-6,-2
O=C(CCN1C(=O)/C(=C/c2ccccc2)SC1=S)N1CCCCCC1,-5,6,-17,3,-2,18,-1,-2,4
C=CCNC(=O)c1ccc([N+](=O)[O-])c(Cl)c1,12,5,0,4,10,3,6,6,2
C=CCn1c(SCn2nnc3ccccc3c2=O)nnc1-c1ccc(Br)cc1,0,-1,2,-1,10,-17,-4,8,1
CC1(C)Cc2nc3sc4c(N(CCO)CCO)nnnc4c3cc2CO1,7,-2,0,-3,-2,-1,2,5,2
CCC(C)NC(=O)Cn1c(=O)n(CCCC(=O)NCc2ccccc2Cl)c(=O)c2ccccc21 (centres undefined),8,-3,-1,3,-2,8,-8,10,-4
Cc1cc(C)nc(CCNC(=O)c2cc(COc3c(C)cccc3C)on2)n1,1,-5,-6,5,-1,-1,1,4,2
COc1ccc(CNC(=O)c2ccc(NC(=O)C3CCCO3)cc2)cc1 (centres undefined),10,1,-6,5,4,-3,3,-3,2
Cc1ccnc2nc(C(=O)Nc3nnc(CC(C)C)s3)nn12,-6,4,-5,4,-3,12,3,1,5

The list continues.
SMILES,GSTO1 inh,LYPLA1 inh,PAD4 FP inh,PAFAH1B2 inh,LYPLA2 counter,PREPL inhibitor,PAFAH2 FP inh,PAFAH1B3 FP inh,pPAFAH FP inh
COc1ccc(OC)c(S(=O)(=O)N2CCC(C(=O)NC3CCCCCC3)CC2)c1,5,-4,1,4,-4,22,6,15,2
O=C(CNC(=O)c1ccc(Cl)cc1)NCCCn1ccnc1,-3,-3,-5,-5,4,-6,-11,7,0
O=C(OCC(=O)N1CCOCC1)c1cc(S(=O)(=O)N2CCOCC2)c(Cl)cc1Cl,nt,0,-1,-1,-5,-2,4,5,1
COc1ccccc1CCn1cc(C#N)c(=O)[nH]c1=O,-3,2,3,nt,3,1,nt,nt,4
Cn1c(=O)c2[nH]cnc2n(C)c1=O,4,4,-1,3,8,-1,-11,10,4
CCn1c(=O)c(C(=O)Nn2c(C)nc3ccccc3c2=O)c(O)c2ccccc21,5,0,-4,7,9,16,9,12,0
C[C@H](CO)N1C[C@H](C)[C@@H](CN(C)Cc2ccncc2)Oc2c(NS(=O)(=O)c3ccc(F)cc3)cccc2C1=O,nt,nt,0,5,nt,16,9,8,5
CCCCOC(=O)c1ccc(NC(=O)C(CCS(C)(=O)=O)NC(C)=O)cc1 (centres undefined),-15,-4,-11,0,0,-12,10,9,4
Cc1ccc(C(=O)Nc2ccccc2C(=O)NCc2ccco2)cc1S(=O)(=O)N1CCCCC1,-22,-17,0,-13,-38,7,-4,-9,-4
CCC(SC1=N/C(=C/c2ccccc2)C(=O)N1c1ccccc1)C(=O)Nc1cc(C)on1 (centres undefined),-7,-9,0,2,-13,-25,-7,3,1
O=C1CC(N2CCN(Cc3ccccc3)CC2)C(=O)N1CCc1ccccc1 (centres undefined),9,2,-1,7,-1,13,-2,-2,8
Cc1ccc(-c2noc(CN(C(=O)C34CC5CC(CC(C5)C3)C4)C(C)C)n2)cc1,-2,2,1,-1,-4,13,-13,-8,9
Cc1ccc2oc3c(c(=O)c2c1)C(c1cccs1)N(CCCN(C)C)C3=O (centres undefined),8,-5,4,2,0,6,2,0,-1

A portion of the library. The share of hits here may be higher or lower than overall.
